# PDI inh = inhibitors of human protein disulfide isomerase | PDI insulin aggregation turbidity, A650, 90 min | 0.052% of 350,000 active | AID 588391 | P07237 | inhibition, % at 10 µM;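 active means mean inhibition across replicates of 30% or more, whatever share of single replicates reach that level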;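 further: absorbance from insulin aggregation driven by PDI reduction with DTT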
# Target sequence (P07237 whole entry, looked up): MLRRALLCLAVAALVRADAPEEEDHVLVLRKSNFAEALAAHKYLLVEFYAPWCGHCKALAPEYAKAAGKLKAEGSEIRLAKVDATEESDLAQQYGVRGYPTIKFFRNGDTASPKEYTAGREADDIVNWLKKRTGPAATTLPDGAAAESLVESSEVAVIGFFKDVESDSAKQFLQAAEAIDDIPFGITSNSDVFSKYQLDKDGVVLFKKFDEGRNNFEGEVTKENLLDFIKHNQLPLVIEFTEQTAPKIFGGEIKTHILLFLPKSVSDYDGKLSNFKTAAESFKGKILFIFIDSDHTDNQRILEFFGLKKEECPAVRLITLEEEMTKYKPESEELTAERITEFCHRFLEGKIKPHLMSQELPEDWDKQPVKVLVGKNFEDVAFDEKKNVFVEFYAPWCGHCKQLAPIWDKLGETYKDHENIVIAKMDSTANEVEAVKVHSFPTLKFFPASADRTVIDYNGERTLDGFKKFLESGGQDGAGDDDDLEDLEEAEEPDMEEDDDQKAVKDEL
# aDG glyco up = alpha-DG glycosylation activation | activation, % at 10 µM | Pro5-aDG cells, alpha-DG glycosylation AlphaScreen (IIH6); 0% Pro5, 100% B10-LARGE cell signal | 0.22% of 360,000 active;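 active means activation of at least 8% versus controls, or a plate z-score of at least 8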;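 further: Pro5 are CHO cells carrying HIG-tagged alpha-DG that lacks glycosylation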
# Peg3 prom inh = reduces Peg3 promoter-driven luciferase expression in HeLa. HeLa PEG-Prom luciferase reporter, luminescence, overnight. inhibition, % at 20 µM. 1.7% of 360,000 active;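 active means inhibition of at least 50% at 20 µM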
# Granule exo inh = blocks lytic granule exocytosis; inhibition, % at 10 µM; AID 651702; 0.66% of 360,000 active; TALL-104 LAMP-1 surface exposure, flow cytometry; cells stimulated with thapsigargin and PMA;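 active means inhibition above about 55%, limit read from the data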
# NR2E3 ag-1 = agonists of human nuclear receptor NR2E3 | Q9Y5X4 | GST-NR2E3/biotin-RetCOR TR-FRET, 1536-well | inhibition of corepressor binding, % at 4.78 µM | 0.12% of 320,000 active | AID 2300;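 active means percent inhibition above the cutoff of mean plus 3 SD of all tested compounds, set per screening campaign, cut at about 20% in these data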;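 further: 0% = DMSO wells and 100% = biotin wells as full block of FRET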
# Target sequence (Q9Y5X4 whole entry, looked up): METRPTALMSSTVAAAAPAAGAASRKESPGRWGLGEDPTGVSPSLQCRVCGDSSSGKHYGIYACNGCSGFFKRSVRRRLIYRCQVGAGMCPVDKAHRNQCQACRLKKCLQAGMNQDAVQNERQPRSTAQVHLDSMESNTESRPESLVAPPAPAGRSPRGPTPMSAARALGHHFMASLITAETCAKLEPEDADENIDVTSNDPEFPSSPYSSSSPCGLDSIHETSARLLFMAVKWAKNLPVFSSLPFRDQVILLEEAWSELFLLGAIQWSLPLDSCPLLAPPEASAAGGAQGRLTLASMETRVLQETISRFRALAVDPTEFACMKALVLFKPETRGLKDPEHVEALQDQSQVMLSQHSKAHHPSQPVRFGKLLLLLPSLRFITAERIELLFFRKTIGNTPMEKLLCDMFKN
#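 System: GST-NR2E3 and biotin-RetCOR proteins; probe or stimulus: 7 nM biotin-RetCOR; doses: compound at 4.8 µM, single dose; schedule: Compound–protein incubation for 5 h at 4 °C; detection: time-resolved FRET; read-out: percent inhibition; controls: biotin wells as high control, 0.6% DMSO wells as low control; format: 1536-well plates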
# HIF-2a inh = inhibitors of HIF-2a. 786-0 RCC cells HIF-2a reporter, luciferase luminescence, overnight. inhibition, % at 18.8 µM. 0.72% of 360,000 active;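 active means inhibition of the luminescence signal of 40% or more relative to plate controls, in a single-dose primary screen at 18.75 µM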
# Vif imaging = blocks HIV Vif function | HEK293T cells, Vif self-association by quenched fluorescence, imaging, 24 h | inhibition, % at 7.49 µM | 0.35% of 340,000 active; in the data active means inhibition above about 50%, passing the limit was not always enough; further: some results filed as inactive read as strong as hits
# CaV13 ICDI inh = Primary screen for inhibitors of IQ motif and Ca2+-dependent inactivation inhibitor domain binding in CACNA1D, Förster resonance energy transfer in living cells, … | HEK cells, CFP/YFP FRET ICDI-IQ, plate reader, 10 min; percent FRET-ratio fall versus neutral wells | inhibition, % at 12.3 µM | 0.098% of 340,000 active;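 active means mean replicate inhibition of at least 30% and at least 1% of replicates passing that level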;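 further: 0% = median of the neutral control wells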
# hiPSC survival = hiPSC single-cell survival enhancement; 0.044% of 360,000 active; AID 602274; ATPlite luminescence; 100% = ROCK inhibitor wells, 0% = DMSO; survival enhancement, % at 20 µM; in the data active means survival enhancement above about 18%;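 further: cells exposed to compounds for 16 hours before the ATP read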
# MITF TRPM1 inh = inhibitors of MITF-driven TRPM1 promoter in melanoma cells; SK-MEL-5 TRPM1 promoter luciferase, 24 h; inhibition, % at 12.5 µM; 0.83% of 330,000 active;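 active means mean inhibition across replicates of 60% or more, whatever share of single replicates reaches that level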; further: values of inactives mirror those of a sister screen read the other way
# NR2E3 ag-2 = activates human NR2E3 receptor | Q9Y5X4 | CHO-S Gal4-NCOR/VP16-NR2E3 two-hybrid, luciferase | inhibition of corepressor binding, % at 3.98 µM | 0.35% of 360,000 active | AID 602229;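 active means inhibition above the mean of all tested compounds plus 3 SD, cut at about 70% in these data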;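 further: 0% = DMSO with NR2E3 transfected cells and 100% = cells lacking NR2E3 construct; higher means lower luciferase signal from less NR2E3 corepressor binding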
# Numbers without * were called inactive; nt = not tested or not shown.
SMILES,PDI inh,aDG glyco up,Peg3 prom inh,Granule exo inh,NR2E3 ag-1,HIF-2a inh,Vif imaging,CaV13 ICDI inh,hiPSC survival,MITF TRPM1 inh,NR2E3 ag-2
COC(=O)[C@@H]1C[C@@]2(O)[C@H](O)[C@H](O)[C@H](O)C[C@H]2N1Cc1ccccc1OS(=O)(=O)c1ccc(C)cc1,14,-0.2,-10,17,3,2,0,-5,-0.7,-2,16
Cc1ccc(-c2noc(CCC(=O)NCCCN3CCN(c4cccc(Cl)c4)CC3)n2)cc1,0,6.9,20,23,1,26,11,0,0.1,-5,3
CCOC(=O)C(=CNc1cc(C)nn1-c1ccc(C)cc1)C(=O)OCC,-5,4.7*,17,0,3,7,nt,-5,2.8,24,-44
O=C(O)c1occc1CSc1ccccc1,14,0.0,2,13,5,2,-8,-18,0.3,5,-6
CC(C)CC(=O)NN(C)c1nc(-c2ccccc2)nnc1C(F)(F)F,13,-0.2,12,-1,-3,12,-9,-5,0.0,12,-12
O=C(COC(=O)c1cccnc1Cl)Nc1cc(S(=O)(=O)N2CCCCCC2)ccc1Cl,-8,0.0,-1,6,nt,23,-12,-6,-0.3,-2,-3
C/C(=N\OC(=O)c1ccc(C)cc1)c1sc(C)nc1C,15,0.4,2,-2,-1,-8,14,-5,-2.3,-17,1
Cc1cc(C(F)F)n2nc(C(=O)Nc3cc(C)on3)nc2n1,-3,-0.3,-2,-4,5,13,nt,-2,1.6,-7,-21
OCc1nc2ccc(Cl)cc2[nH]1,-3,0.0,20,2,-2,15,-8,6,-0.5,-1,-9
C[C@H]1CN([C@@H](C)CO)S(=O)(=O)c2ccc(/C=C/c3ccccc3)cc2O[C@H]1CN(C)C(=O)NC1CCCCC1,0,0.2,25,-4,nt,-2,1,-6,3.9,nt,-32
COC(=O)N(C)C[C@H]1OCc2cnnn2CCCC(=O)N([C@@H](C)CO)C[C@H]1C,-3,0.1,-5,-2,nt,6,2,-5,-2.4,nt,4
C/C(=N/NC(=O)c1ccc(-c2ccccc2)cc1)c1cccc(O)c1,-2,-0.1,-42,7,nt,-7,-1,-7,0.1,-4,-18
CCCn1c2ccccc2c2cnn(CC(=O)OC)c(=O)c21,0,0.4,14,-10,0,17,11,-5,0.4,0,-11
C=C1C(=O)OC2CC1C(O)CC(C)=CCCC(C)=CC(O)CC2C (stereo unspecified),3,-0.4,98*,12,nt,94*,-4,-5,-2.5,95*,22
C=CCn1c(SCc2c(C)noc2C)nc2ccccc2c1=O,1,0.1,27,9,1,26,16,-8,-0.6,4,-11
CC(OC(=O)C1CSC2(C)CCC(=O)N12)C(=O)Nc1cccc(C#N)c1 (stereo unspecified),1,0.0,4,7,2,17,2,-6,0.0,-10,-12
Cc1cccc(C(=O)Nc2cccc(S(=O)(=O)NCc3ccco3)c2)c1,3,0.1,9,-16,5,-5,6,-3,4.1,-1,10
CCc1ccc(-c2nc(CN3CCCC(C(=O)O)C3)c(C)o2)cc1 (stereo unspecified),5,-0.1,-5,-4,6,-2,-10,-6,0.0,6,12
Cc1cc(Nc2ccc(Cl)cc2)n(-c2cccc(Cl)c2)n1,22,0.0,26,6,-1,7,-6,-5,-0.1,13,10
O=C(NCC(=O)N1CCC2(CC1)NCCc1[nH]cnc12)c1ccc(F)cc1,0,-0.3,-5,2,-3,5,-1,-3,0.3,0,-18
CS(=O)(=O)c1nc(S(=O)(=O)c2ccc(Cl)cc2)c(NCCCN2CCCC2=O)s1,11,0.1,11,-1,-1,1,0,-3,-0.4,-2,3
Cc1cc(NC(=O)CSc2nnc(CNC(=O)c3cccc(C(F)(F)F)c3)o2)no1,6,-0.1,18,-1,3,7,5,-6,0.0,-1,6
COc1ccc(C(=O)/C=C/c2cn(CC(O)CN3CCOCC3)c3ccccc23)cc1 (stereo unspecified),3,0.5,-50,-2,1,-74,-1,nt,0.2,-6,3
COc1cccc(CN(C)C(=O)c2cccc(OC3CCN(C4CCCC4)CC3)c2)c1,-14,0.2,-42,-1,2,9,2,5,0.0,-11,3
CCN1C(=O)[C@H]2[C@@H](c3ccc(OC)cc3)N3C(=O)CN(Cc4ccccc4)C(=O)[C@@]3(Cc3ccccc3)[C@H]2C1=O,-11,-0.4,-6,17,4,9,-1,-11,-3.6,9,13
COc1ccc(OCC(=O)N/N=C(\C)c2ccc(OC)cc2)cc1,5,-0.1,-5,2,5,-9,-8,-10,0.0,10,-11
CN1C(c2ccccc2)CC(=NO)CC1c1ccccc1 (stereo unspecified),-13,0.0,-2,10,0,8,-9,-4,-0.3,-14,5
CC1(C)Oc2cc3oc(=O)ccc3cc2C[C@@H]1O,-6,0.0,-30,-4,nt,-38,3,-9,-2.8,-14,-11
Cn1cccc1C(=O)NCC(c1ccco1)N1CCCCC1 (stereo unspecified),-5,0.4,-25,2,3,-27,-6,-6,0.0,-16,-2
CC(C)NC(=O)CC1OC(=O)c2ccccc21 (stereo unspecified),-8,0.1,-4,1,-2,10,5,-8,0.9,5,-14
Cc1ccc2cc(C#N)c(N3CCCN(C(=S)NCCCN(C)C)CC3)nc2c1,3,0.9,19,51,0,4,7,-18,-0.7,-10,-19
COc1ccc(S(=O)(=O)N(C)C[C@H]2Oc3c(NC(=O)NC4CCCCC4)cccc3C(=O)N([C@H](C)CO)C[C@@H]2C)cc1,-3,0.5,13,-4,nt,4,2,-4,-0.2,1,-20
O=C(CN1C(=O)NC(c2ccccc2)(c2ccccc2)C1=O)N1CCCCC1,0,0.4,-6,-6,nt,10,0,-14,1.7,nt,-16
CCOC(=O)Cc1csc(NC(=O)c2sc3nc4ccc(C)cc4cc3c2N)n1,0,0.0,-41,-1,5,-77,-9,-4,-1.9,-39,-21
C=CCNc1oc(/C=C/c2ccccc2)nc1C#N,-6,0.0,-370,3,0,-198,-3,-7,-2.8,-17,-168
O=C(Cn1nc(-c2cccc(Cl)c2)ccc1=O)Nc1ccccc1Br,0,0.5,-9,-1,0,11,3,5,0.6,-9,14
CC(=O)NC12CC3CC(C1)CC(C(=O)N1CCN(S(=O)(=O)c4ccc(C(C)C)cc4)CC1)(C3)C2,-3,0.6,-3,1,3,4,-2,-5,0.4,11,-16
COC(=O)CSc1nc2nc(C)cc(C)n2n1,nt,0.2,-7,0,1,-1,-4,-4,0.6,3,-19
c1ccc2c(c1)nnn2-c1ncnc2sc3c(c12)CCCC3,1,0.0,-5,-3,-1,-45,8,-5,-3.9,-5,-49
CC(C)(C)c1ccc(OCCCNCc2ccccc2)cc1,-7,1.9,112*,-2,-1,13,6,-4,-2.0,43,-12
COc1ccc(Cn2c(=O)[nH]c3cc(C(=O)N4CCN(c5ccccc5)CC4)ccc3c2=O)cc1,4,0.1,15,7,-5,14,40,nt,-0.4,9,-42
C=CCOC(=O)/C(=C\c1ccccc1)NC(=O)c1ccc(C)cc1,-19,0.2,-213,-3,5,-234,-2,20,-0.7,-47,-33
COc1ccc(CNC(=O)c2ccc(C)o2)cc1,4,-0.1,-9,-1,-1,-21,8,-5,-1.2,-10,-11
CC(C)(C)NC(=O)NC(=O)CSc1ncn[nH]1,-7,0.5,5,-3,2,15,0,-3,1.3,9,8
Cc1cc(C(C)c2ccccc2)c(O)c(CN2CCOCC2)c1C (stereo unspecified),-2,-0.2,18,3,-1,22,nt,-6,-1.4,9,-29
Cc1cc(C)nc(SCC(=O)n2c3c(c4ccccc42)CCCC3)n1,-6,-0.2,9,-1,-3,14,-10,-6,0.6,-5,-1
CC(C)(C)NC(=O)COC(=O)c1cc(S(=O)(=O)N2CCCCC2)ccc1N1CCOCC1,16,0.0,9,-1,-1,5,13,-1,-2.4,-6,-8
CC1CCCN(C(=O)CCNC(=O)Cn2cnc3ccccc3c2=O)C1 (stereo unspecified),7,0.0,-23,-10,3,13,5,-3,-0.7,6,-20
CN(C(=S)Nc1ccc(F)cc1)C1(c2ccccc2Cl)CCCCC1=O (stereo unspecified),1,0.1,29,-3,-1,24,3,-4,0.7,5,14
O=C(Nc1cccc2ccccc12)N1CCc2ccccc2C1,-4,1.0,-64,0,0,-86,-5,nt,-0.9,-3,-33
# Further results.
SMILES,PDI inh,aDG glyco up,Peg3 prom inh,Granule exo inh,NR2E3 ag-1,HIF-2a inh,Vif imaging,CaV13 ICDI inh,hiPSC survival,MITF TRPM1 inh,NR2E3 ag-2
CC1CC(C)CN(C(=O)c2cccc3c2-c2ccccc2C3=O)C1 (stereo unspecified),-4,-0.1,9,-3,1,18,-5,5,-0.8,0,-11
Cc1cc(NC(=O)CSCc2nc(-c3cccc(Cl)c3)oc2C)no1,-11,-0.2,14,-5,3,1,21,-7,-1.9,-6,-35
C=CCn1c(=NC(=O)c2cccc(N3C(=O)CCC3=O)c2)sc2cccc(OC)c21,14,0.2,30,15,1,-43,-2,-3,-0.7,-8,7
CCC(C)NC(=O)Cn1c(=O)n(CCCCC(=O)NCc2ccco2)c(=O)c2ccccc21 (stereo unspecified),0,-0.2,7,0,4,29,-5,-2,-0.9,8,18
CN(C)C(CNC(=O)c1cccnc1Sc1ccccc1)c1ccco1 (stereo unspecified),-4,-0.2,18,0,2,14,11,-4,3.2,-7,-3
CCN(CC)S(=O)(=O)c1ccc(C)c(NC(=S)N2CCN(C/C=C/c3ccccc3)CC2)c1,6,8.6*,24,25,0,8,-15,-2,1.0,52,21
O=C(NC(=S)Nc1ccc(S(=O)(=O)N2CCCC2)cc1)C1CC1,6,-0.2,22,7,2,16,-4,4,2.8,11,-6
CCn1c(SC(C)C(=O)NCC2CCCO2)nc2scc(-c3ccccc3)c2c1=O (stereo unspecified),9,0.3,5,-4,-3,1,-3,-4,-0.5,-8,4
Cc1ccc(C(C(=O)NCc2ccccc2)N(C(=O)c2csnn2)C2CC2)cc1 (stereo unspecified),1,-0.1,33,-9,0,9,-7,-4,-0.4,8,-10
COc1ccc(CCN2CC(C(=O)NC3CCCCC3)CC2=O)cc1OC (stereo unspecified),-2,0.0,6,2,1,9,-2,-2,-0.5,-1,-26
CCOc1ccc(C2(C)NC(=O)N(CCN(C)C)C2=O)cc1 (stereo unspecified),-5,0.0,10,-8,3,13,13,5,-0.2,3,-10
